# hK5 inh: kallikrein 5 (human) inhibition; hit rate 0.59% among 210,000; recombinant hK5, fluorogenic AMC substrate cleavage; AID 873; Q9Y337; inhibition, % at 5 µM;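 active = inhibition of 40% or more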;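 also: 0% = enzyme controls without compound and 100% = no-enzyme blanks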
# Calpain2 inh: blocks pig calpain II enzyme activity; purified calpain II, fluorogenic peptide substrate, 30 min; inhibition, % at 16 µM; hit rate 0.37% among 220,000; AID 1236;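 active = inhibition above about 50%, limit read from the data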
# FXIa inh: factor XIa (human) inhibition; inhibition, % at 5 µM; hit rate 0.14% among 220,000; P03951; purified FXIa, Boc-Glu-Ala-Arg-AMC fluorogenic substrate;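 active = inhibition of at least 40%; inactive = inhibition below 40%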;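 also: fluorescence of freed AMC excited at 355 nm; 0% = enzyme without compound and 100% = no enzyme blank; many of its hits are not listed in these tables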
# FXIIa inh 1536: factor XIIa (human) inhibition. P00748. purified FXIIa, Boc-QGR-AMC fluorogenic substrate, 2 h. inhibition, % at 5 µM. hit rate 0.3% among 220,000; in the data active = inhibition above about 40%;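 also: 0% = enzyme with no compound and 100% = blank without enzyme; many of its hits are not listed in these tables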
# Furin inhibitor: inhibitors of human furin; P09958; purified furin, fluorogenic substrate cleavage; inhibition, % at 30 µM; hit rate 0.061% among 220,000; AID 463115; in the data active = inhibition above about 25%; also: inactives centre near -15
# KCC2 mod: modulators of human KCC2 chloride dependent transport; KCC2 cells, thallium flux FluoZin-2 fluorescence; B-score of Tl+ flux slope (higher = more flux/activation; lower = inhibition) at 10 µM; hit rate 2.2% among 190,000; AID 1456;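 active = thallium flux slope and its plate-corrected score both differing from the plate sample mean at a set confidence after two filtering rounds, in either direction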;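 also: slope of fluorescence scaled to starting intensity during 10 to 20 s after thallium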
# Rad51 HR inh: blocks human Rad51 in homologous recombination; hRad51 DNA strand exchange, fluorescence dequenching; inhibition, % at 10 µM; hit rate 0.085% among 200,000; Q06609; AID 1385;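 active = inhibition above 40% at the single screening dose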;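 also: 0% = DMSO control wells and 100% = blanks with heterologous ssDNA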
#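 Test system: preformed human Rad51 ssDNA filaments; also added: Donor/quencher-labelled 47-bp dsDNA substrate; doses: 10 µM final, single point; times: 37 °C 15-min filament assembly, 30-min compound preincubation, 15-min exchange; detection: FRET fluorescence dequenching, excitation 485 nm, emission 520 nm; read-out basis: Fluorescence-based percent inhibition, control- and blank-normalised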
# thrombin 1536: inhibitors of human thrombin. P00734. alpha-thrombin, Boc-VPR-AMC fluorogenic substrate cleavage. inhibition, % at 5 µM. hit rate 0.26% among 220,000. AID 1046;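 active = inhibition at or above 40%; inactive = inhibition below 40%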;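 also: 0% = enzyme with no compound and 100% = wells without enzyme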
#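 System – human alpha-thrombin protein · Reagent – Boc-VPR-AMC substrate, 15 µM final · Compound – 5 µM single dose in 0.2% DMSO · Schedule – reaction at room temperature · Technique – AMC fluorescence at 355 nm excitation and 460 nm emission · Read-out basis – % inhibition relative to enzyme controls and enzyme-free blanks · Control set – no-compound enzyme wells and no-enzyme blanks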
# PERK inhibitor: blocks human PERK kinase. inhibition, % at 5.6 µM. CHO PERK-DD fusion, SEAP luminescence translation reporter. Q9NZJ5. hit rate 0.17% among 220,000. AID 1416;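 active = inhibition above the mean inhibition of all tested compounds plus 3 SD, set separately per screening campaign, cut at about 2.9% in these data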;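 also: PERK kinase domain activated by AP20187 dimerizer at 100 nM; 0% = DMSO with dimerizer and 100% = rapamycin at 8.4 µM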
# Target sequence (Q9NZJ5 whole entry, looked up, the tested form may be a part): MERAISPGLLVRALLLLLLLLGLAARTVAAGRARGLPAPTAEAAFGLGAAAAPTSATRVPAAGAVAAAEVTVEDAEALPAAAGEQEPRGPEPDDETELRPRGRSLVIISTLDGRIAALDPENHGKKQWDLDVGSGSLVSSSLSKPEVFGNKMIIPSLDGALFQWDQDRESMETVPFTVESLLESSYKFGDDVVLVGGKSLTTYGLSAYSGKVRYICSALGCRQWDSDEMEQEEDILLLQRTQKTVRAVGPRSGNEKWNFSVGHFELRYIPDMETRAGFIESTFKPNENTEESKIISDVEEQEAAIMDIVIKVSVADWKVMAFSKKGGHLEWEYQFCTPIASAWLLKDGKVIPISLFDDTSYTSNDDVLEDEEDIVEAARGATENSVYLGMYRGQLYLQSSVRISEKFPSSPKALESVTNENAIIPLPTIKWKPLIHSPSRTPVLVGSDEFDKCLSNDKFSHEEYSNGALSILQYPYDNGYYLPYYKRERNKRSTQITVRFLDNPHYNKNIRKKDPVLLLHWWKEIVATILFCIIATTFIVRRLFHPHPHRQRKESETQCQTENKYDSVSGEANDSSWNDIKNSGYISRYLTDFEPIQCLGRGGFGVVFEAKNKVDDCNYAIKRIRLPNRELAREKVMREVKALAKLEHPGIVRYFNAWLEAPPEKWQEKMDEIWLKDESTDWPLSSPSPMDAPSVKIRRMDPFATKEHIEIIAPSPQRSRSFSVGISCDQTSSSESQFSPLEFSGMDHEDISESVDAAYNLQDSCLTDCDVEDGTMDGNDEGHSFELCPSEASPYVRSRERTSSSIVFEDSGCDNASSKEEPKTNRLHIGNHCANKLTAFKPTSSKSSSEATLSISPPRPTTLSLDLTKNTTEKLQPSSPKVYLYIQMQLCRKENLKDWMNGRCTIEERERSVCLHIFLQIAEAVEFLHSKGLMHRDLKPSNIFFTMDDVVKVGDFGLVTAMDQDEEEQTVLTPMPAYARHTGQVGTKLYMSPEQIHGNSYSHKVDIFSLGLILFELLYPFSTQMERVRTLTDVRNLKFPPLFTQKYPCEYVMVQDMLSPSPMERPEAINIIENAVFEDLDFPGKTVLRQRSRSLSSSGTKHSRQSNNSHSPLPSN
# Starred values were filed as active, the others as inactive; · = not tested or not shown; [ ] = another dose, or the depositor's remark. Not all compounds are listed (hit frequency here may not be typical).
SMILES	hK5 inh	Calpain2 inh	FXIa inh	FXIIa inh 1536	Furin inhibitor	KCC2 mod	Rad51 HR inh	thrombin 1536	PERK inhibitor
O=C1c2ccccc2NC(c2ccc([N+](=O)[O-])cc2)N1O (stereo not drawn)	-1	20	-4	5	-21	-0.24	-3	-12	0.0
Cn1c(N)cc(-c2ccc(F)cc2)c(C#N)c1=O	0	14	-4	6	13	·	-14	15	-0.3
CCNc1sc(C(=O)c2cccs2)c(N)c1C#N	-19	-16	4	23	-20[20 µM]	0.04	7	7	-0.6
Cc1nnc(-c2cccc(Br)c2)c2cn(-c3ccccc3)nc12	-3	39	1	4	-14[20 µM]	-0.88	6	0	0.3
Cc1ccc[n+](-c2nc([O-])sc2/C=N/Nc2ccc([N+](=O)[O-])cc2)c1	0	10	0	6	-22	-0.0019	-27	-5	-0.4
O=C(COc1ccccc1)Nc1nc(-c2ccc(S(=O)(=O)N3CCOCC3)cc2)cs1	-3	-192	0	7	10	0.73	-2	0	-1.1
O=S(=O)(c1ccc(N2CC=C(c3ccccc3)CC2)nc1)N1CCCC1	12	-57	0	10	-21	-0.75	5	2	-0.7
CC(C)Nc1nc(NC(C)C)nc(NS(=O)(=O)c2ccc(N)cc2)n1	7	10	3	8	-14[20 µM]	1.4	-4	-7	0.2
CCc1cc(C(=O)OC)c(NC(=O)CC2SC(N)=NC2=O)s1 (stereo not drawn)	26	15	13	17	-8	0.61	-10	12	-0.8
COc1ccc(OC)c(NC(=O)c2cc3oc4ccccc4c3cc2O)c1	-5	-33	-5	8	-15	-0.55	13	3	1.1
COC(=O)N/N=C/c1cc([N+](=O)[O-])cc(Br)c1O	-7	11	1	9	6	0.17	-1	-9	1.1
Cc1ccc2[nH]c(=O)c(CN(Cc3cccnc3)Cc3nnnn3CC3CCCO3)cc2c1 (stereo not drawn)	0	-3	2	10	7	0.97	-1	1	0.5
NC(=S)N/N=C/c1ccc(C(F)(F)F)cc1	28	25	5	13	7	1.3	3	12	-0.5
O=[N+]([O-])c1cc(/C=N/O)ccc1SCc1ccccc1Cl	8	30	3	4	-9[20 µM]	-0.058	-5	3	0.7
CC(=O)Nc1sc(N/N=C\c2cccc(Cl)c2)nc1-c1cccs1	-3	-77	-1	8	-26	0.62	-2	-2	0.3
O=C(C1=C(O)C(=O)N(CCN2CCOCC2)C1c1ccccn1)c1cccs1 (stereo not drawn)	-3	-22	-3	11	-14[20 µM]	0.57	0	-2	0.7
Cc1nc2ccccc2nc1SCC(=O)c1ccccc1	-4	36	4	0	-10	-2	-2	-7	-0.5
COC(=O)CSc1nc2sc3c(c2c(=O)n1-c1ccccc1)CCN(C)C3	2	-26	5	12	-16	·	3	-1	-1.0
CC1(C)CC(=O)C2=C(C1)Nc1[nH]c(=S)[nH]c(=O)c1C2c1ccccc1 (stereo not drawn)	-12	-20	-3	10	-7	0.089	-4	-4	0.4
COC(=S)Nc1cccc(C(F)(F)F)c1	-11	21	-6	4	-12	5.6	11	-1	1.4
CCCN1C(=O)C(NC(=O)c2ccncc2)(C(F)(F)F)C2=C1CC(C)(C)CC2=O (stereo not drawn)	-18	-29	-2	4	-11[20 µM]	0.34	8	-2	-0.4
CCn1c(SCC(=O)OC2CCCCC2)nnc1-c1ccncc1	-1	9	0	2	-3	·	-6	1	-1.7
Cc1cccc(CSc2nnc(-c3ccccn3)n2N)c1	-19	16	-13	1	-15	·	-4	-7	-0.9
CCC1=NN2C(=N)/C(=C\c3cccn3-c3c(C)cccc3C)C(=O)N=C2S1	-6	-24	3	4	-16	9*	9	-2	0.6
COc1ccc(/C=N/Nc2cc(C)nc(N3CCOCC3)n2)cc1OC	1	-25	2	8	7	0.021	·	-8	-0.8
c1ccc2c(c1)CNc1ccccc1C2	-22	-36	5	18	-11[20 µM]	-1.9	-7	2	-0.2
CC1=NN(c2ccccc2)C(=O)/C1=C/N(C)C	-1	-18	3	8	-11	-0.71	8	-1	1.7
CCOc1ccccc1C1CC(=O)Nc2cc3c(cc21)OCO3 (stereo not drawn)	5	2	3	11	-27	-0.67	-5	0	-0.6
CN1CCN(Cc2ccc(-c3ccc(Cl)cc3)o2)CC1	-18	-1	-1	7	-20	0.75	-4	-7	-0.6
O=S(=O)(c1ccc(Oc2ccc(S(=O)(=O)N3CCOCC3)cc2)cc1)N1CCOCC1	-10	-33	-3	15	-4	0.18	2	-7	-0.3
O=C(COc1ccc2ccccc2c1)NN1C(=O)c2ccccc2C1=O	-18	0	2	12	-12	0.15	-2	4	1.0
Cc1ccc([N+](=O)[O-])c(C(=O)Nc2cccnc2Cl)c1	2	-1	2	8	-15	0.3	4	-3	-0.1
Cc1ccc(CCNC(=O)C2CCCN(S(=O)(=O)c3cnc[nH]3)C2)cc1 (stereo not drawn)	-3	-9	-2	7	-11	-0.66	4	-2	0.4
Cc1noc(C)c1COC(=O)c1ccc(S(=O)(=O)NCc2ccco2)cc1	2	-36	4	5	-21	-0.0076	-1	-7	-0.4
CCN(C(=O)Cn1c(=O)oc2ccccc21)c1cccc(C(F)(F)F)c1	-9	-22	6	22	-12	-0.043	6	3	0.1
CN(c1ccccc1)S(=O)(=O)c1ccc(C(=O)Nc2nccs2)cc1	-9	-30	2	4	-28	0.9	-2	-1	1.4
COC(=O)c1nnn(Cc2ccccc2)c1N	1	14	6	33	-23	·	1	0	0.1
CC1=CN2CC(O)CN=C2C=C1 (stereo not drawn)	-27	-335	-10	6	-14[20 µM]	-4.9	6	-3	-1.3
CN(C)c1ccc(/C=C2\CCCCC2=O)cc1	-1	1	5	6	-5	-0.35	-5	-4	1.1
CC(Oc1ccc(Br)cc1Br)C(=O)NC1CCCC1 (stereo not drawn)	-6	25	-6	2	-16	0.081	2	-14	0.5
COCCN(C(=O)/C=C/c1ccccc1)c1nnc(-c2cccnc2)s1	-2	-15	-2	6	-13	-0.27	1	-18	-0.1
Cc1cc2cc(CCNC(=O)C(=O)c3c[nH]c4ccccc34)c(=O)[nH]c2cc1C	-6	-25	1	8	-9	1	0	-4	0.9
CCc1nc2c(c(=O)c3ccccc3n2C)c(=O)n1-c1ccc(F)cc1	-11	-26	1	7	-18	-0.068	-2	-10	-0.4
Cc1cc(C)cc(NS(=O)(=O)c2ccc3[nH]cc(C(=O)N4CCc5ccccc54)c(=O)c3c2)c1	-16	-23	7	8	-21	-1.5	1	-12	-0.3
CCOc1cc(/C=N/Nc2nc(N3CCCC3)nc(N3CCCC3)n2)ccc1O	-5	-11	-1	6	-9[20 µM]	-0.43	6	-1	-0.9
N#Cc1ccc(COc2ccc(CCO)cc2-n2nc3ccccc3n2)cc1	-12	-51	0	16	4	-4.6	-2	1	-1.0
CC(=O)Nc1cccc(NC(=O)C2CC3CCC2C3)c1 (stereo not drawn)	-11	-27	-6	6	-25	0.7	-7	-7	1.6
CC(=O)Nc1ccccc1C(F)(F)F	-5	-16	4	8	-18	-0.46	8	-4	1.7
CC(C)(C)NC(=O)NC(=O)COC(=O)Cc1coc2ccc3ccccc3c12	20	42	6	11	-5	0.48	·	3	-0.7
CCOC(=O)c1nnn(CC(=O)Nc2cc(F)ccc2F)c1C(=O)OCC	-10	2	2	6	-17[20 µM]	0.83	-7	-5	-1.1
CCOc1ccc(C(=O)N(CN2CCCC2=O)c2ccc(C)cc2)cc1	4	-6	10	18	-18[20 µM]	-0.73	-3	5	-0.3
CCCn1nnc(NC(=O)C(C)C)n1	1	-19	1	4	-14	0.51	·	-8	2.1
CCn1c(SCC(=O)OCc2ccccc2)nc2c1c(=O)n(C)c(=O)n2C	-9	-13	3	25	-19	1.8	12	6	-0.7
C=CCn1c(COc2ccc(F)cc2)nnc1SCC(=O)c1c[nH]c2c(CC)cccc12	-7	-7	1	10	-23	1.5	0	-6	1.0
Cc1nn(CC(=O)Nc2ccc3c(c2)nc(CCN2CCCCC2)n3C)c(=O)c2ccccc12	-6	-65	7	22	-20[20 µM]	0.52	2	3	-0.1
CC(C)Sc1nc2c(c(=O)n(C)c(=O)n2C)n1C	5	14	8	10	-21	1.4	6	1	0.6
CCCC1(CCC)C(=O)NC(=NCCc2ccc(OC)c(OC)c2)NC1=O	11	23	1	6	-6	0.41	4	-11	-0.1
O=C(NCc1ccc2[nH]c3c(c2c1)CCCC3)N1CCOCC1	-16	-244	5	-4	-20	·	-3	-1	1.2
COC(=O)c1ccc(CNC(=O)COC(=O)CCC2CCCC2)cc1	-8	3	1	9	-23	-0.048	1	-6	1.6
COc1ccc(CNC(=O)C(C)Sc2nc3ccccc3c(=O)n2CCCN2CCOCC2)cc1 (stereo not drawn)	-5	-13	-4	·	-24	-0.23	2	-8	0.4

# In a second layout: results already given
# Values in the order: hK5 inh	Calpain2 inh	FXIa inh	FXIIa inh 1536	Furin inhibitor	KCC2 mod	Rad51 HR inh	thrombin 1536	PERK inhibitor
> O=C(NCc1ccc2[nH]c3c(c2c1)CCCC3)N1CCOCC1
 : -16	-244	5	-4	-20	·	-3	-1	1.2
> CCn1c(SCC(=O)OCc2ccccc2)nc2c1c(=O)n(C)c(=O)n2C
 : -9	-13	3	25	-19	1.8	12	6	-0.7

# The results go on.
SMILES	hK5 inh	Calpain2 inh	FXIa inh	FXIIa inh 1536	Furin inhibitor	KCC2 mod	Rad51 HR inh	thrombin 1536	PERK inhibitor
O=[N+]([O-])c1ccc(-c2cnc(SCc3ccccc3Cl)[nH]2)cc1	8	25	11	20	5	0.16	-3	4	0.6
COc1ccccc1-n1cnc2cc(NCc3ccccc3O)ccc21	1	0	2	7	-21	-0.51	·	-1	-1.1
COc1cccc(C(=O)N2CCn3c2nc2ccccc23)c1	-6	-12	2	3	-27	0.29	11	·	0.4
Cc1ccc(/C=N/NC(=O)c2ccoc2C)o1	-4	13	-4	8	-15	-0.72	-3	-7	1.2
Cc1nc(NC(=O)COC(=O)C2=NNC(=O)CC2)c(Cl)cc1Cl	4	-32	-5	7	-29	0.46	-2	-14	0.5
CC(=O)c1cc2c(cc1NC(=O)CN1CCN(c3ccc(F)cc3)CC1)OCO2	20	-22	-5	-6	-14[20 µM]	0.013	-2	-5	0.2
Cc1nn(-c2cc(Cl)ccc2N)c(=O)c2ccccc12	-9	-13	3	16	-18	0.34	5	2	0.3
O=C(O)CCCC(=O)N1CCc2cc(S(=O)(=O)N3CCc4ccccc43)ccc21	-5	-6	-3	11	-9	-0.061	-1	-1	0.4
CCn1c(=O)cc(SCC(=O)Nc2cccc(C)n2)c2ccccc21	-8	-13	-5	7	-15	-1.7	14	-2	0.8
NC(=O)CC[C@H](NC(=O)c1ccc(F)cc1)C(=O)OCC(=O)NCc1ccc(F)cc1	6	10	2	8	-23	-0.78	0	0	1.6
C/C(=N\NC(=O)COc1ccc(C(C)(C)C)cc1)c1ccc(OC(F)F)cc1	-4	2	5	13	-13	0.12	-5	-9	1.6
Cc1cc2ccccn2c1C(=O)c1nc(N2CCOCC2)ncc1Cl	1	-55	19	32	-5[20 µM]	-3.8*	-3	9	0.0

# Screening results from PubChem BioAssay.
